Compound activity as filed in PubChem BioAssay.
beta cell repl – inducers of beta-cell replication in MIN6 cells; AID 2380; 330,000 tested, 0.29% active; proliferation, % at 10 µM; MIN6 cells proliferation, ATPlite luminescence, 48 h; cells starved in 0.2% serum; 100% = growth in 10% serum;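 active = compounds whose signal lies at least 3.5 SD above the mean of all wells on their plate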;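 also: 0% = DMSO-treated cells in low-serum medium and 100% = 10% serum control; some compounds called inactive have numbers as strong as hits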
APOBEC3A inh – blocks human APOBEC3A ssDNA deamination | inhibition, % at 20 µM | 330,000 tested, 0.41% active | AID 493011 | recombinant A3A, FAM/TAMRA ssDNA deamination fluorescence | P31941;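 active = at least 40% inhibition at 20 µM here, with at most 30% in a related deaminase screen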;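 also: plate controls were A3A with DMSO for no effect and wells lacking A3A enzyme for full effect; some results filed as inactive read as strong as hits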
Target sequence (P31941 whole entry, looked up): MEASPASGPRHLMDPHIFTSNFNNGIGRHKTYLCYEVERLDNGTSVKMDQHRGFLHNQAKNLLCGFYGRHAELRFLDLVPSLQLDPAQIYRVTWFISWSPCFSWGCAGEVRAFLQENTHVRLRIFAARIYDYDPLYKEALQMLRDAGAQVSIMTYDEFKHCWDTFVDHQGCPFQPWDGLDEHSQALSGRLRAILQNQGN
hIAP inh – human IAP inhibition. P09923. purified IAP, CDP-Star luminescence, 30 min. inhibition, % at 10 µM. 330,000 tested, 0.12% active. AID 2544;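 active = inhibition reaching a set limit with compound at 10 µM in the primary screen, cut at about 35% in these data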;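 also: plate controls were DMSO wells with enzyme for no effect and no-enzyme buffer wells for full effect; values of inactives mirror those of a sister screen read the other way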
MPTP block – permeability transition pore inhibition. isolated mouse mitochondria, Ca2+ swelling absorbance, 30 min. inhibition, % at 10 µM. 360,000 tested, 1.4% active;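 active = inhibition of 50% or more, scaled per plate between neutral and stimulator controls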;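 also: 0% = DMSO wells given calcium and 100% = 1 mM EGTA wells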
mIAP activ – increases mouse intestinal alkaline phosphatase activity. activation factor at 10 µM. AID 2805. muIAP, CDP-Star luminescence, 30 min; stronger effect = higher value; 1 = vehicle-only enzyme signal, 0 = enzyme-free wells. 330,000 tested, 0.24% active;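 active = activation factor of at least 2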; also: the source names both 10 and 20 µM as test concentration; values of inactives mirror those of a sister screen read the other way
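Assay system: mouse IAP enzyme; reagent: chemiluminescent substrate CDP-Star; dosing: test compounds delivered from DMSO solution; schedule: 30 min at room temperature; measured by: luminescence from enzymatic CDP-Star hydrolysis; controls: DMSO-only wells and no-enzyme negative control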
hIAP activ – increases human intestinal alkaline phosphatase activity; activation factor at 10 µM; 330,000 tested, 0.16% active; purified human IAP, CDP-Star luminescence, 30 min; stronger effect = higher value; 1 = vehicle-only enzyme, 0 = enzyme-free background; AID 2524; P09923;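 active = activation factor of the enzyme at least 2-fold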; also: the source names both 10 and 20 µM as test concentration; values of inactives mirror those of a sister screen read the other way
mIAP inh – mouse IAP inhibition | 330,000 tested, 0.2% active | purified mouse IAP, CDP-Star luminescence, 30 min | inhibition, % at 10 µM;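 active = inhibition of at least 40% at 10 µM in the primary screen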;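 also: plate controls were DMSO with enzyme for no effect and no enzyme wells for full effect; values of inactives mirror those of a sister screen read the other way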
ATG4B inh – ATG4B (human) cysteine protease inhibition | Q9Y4P1 | ATG4B cleavage of LC3-PLA2, NBD-HPC fluorescence, 1 h | inhibition, % at 8.33 µM | 340,000 tested, 0.51% active; in the data active = inhibition above about 40%
A3G deaminase – blocks human APOBEC3G single-stranded DNA deamination. recombinant A3G, ssDNA deamination FAM/TAMRA fluorescence. inhibition, % at 20 µM. 330,000 tested, 0.28% active. AID 493012;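 active = inhibition of at least 40% at 20 µM, with no more than 30% in the related APOBEC3A deaminase screen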;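 also: plate controls were DMSO wells with A3G for no effect and wells lacking A3G enzyme for full effect; some compounds called inactive have numbers as strong as hits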
Target sequence (Q9HC16 whole entry, looked up): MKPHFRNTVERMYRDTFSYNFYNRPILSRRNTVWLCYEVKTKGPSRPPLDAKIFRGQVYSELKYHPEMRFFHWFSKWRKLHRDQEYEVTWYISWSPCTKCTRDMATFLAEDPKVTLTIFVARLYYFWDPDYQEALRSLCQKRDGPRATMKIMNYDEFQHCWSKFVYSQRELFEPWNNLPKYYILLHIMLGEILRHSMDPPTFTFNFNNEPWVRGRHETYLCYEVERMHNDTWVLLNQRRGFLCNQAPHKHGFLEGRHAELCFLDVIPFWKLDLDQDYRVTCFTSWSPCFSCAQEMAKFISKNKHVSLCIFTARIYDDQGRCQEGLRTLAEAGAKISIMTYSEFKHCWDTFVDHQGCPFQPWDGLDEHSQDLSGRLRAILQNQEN
* marks the source's active call; other numbers are inactive results; / = no result given.

structure,beta cell repl,APOBEC3A inh,hIAP inh,MPTP block,mIAP activ,hIAP activ,mIAP inh,ATG4B inh,A3G deaminase
CC1CCN(c2nc3c(c(=O)[nH]c(=O)n3C)n2CCCc2ccccc2)CC1,-4,-1,-19,7.7,1.1,1.2,-13,-8,-1
COc1ccc(C2(C)ON(c3ccccc3C(F)(F)F)C2=O)cc1 (stereo not drawn),-7,-1,5,-1.7,1,0.95,0,3,-7
Cc1ccc(S(=O)(=O)N2C[C@@H]3[C@H]4CC[C@H](C4)[C@@H]3[C@@H](C)[C@@H]2c2cccn2Cc2ccccc2)cc1,/,4,/,-0.1,1.1,/,-6,-2,-1
Cc1ccccc1Cn1ccc(NC(=O)c2cnn3c(C(F)(F)F)cc(-c4ccco4)nc23)n1,-3,-4,-16,1.9,0.99,1.2,1,-11,-4
CCN(CC)S(=O)(=O)c1ccc(N(C)C)c(NC(=O)CSCc2c(C)noc2C)c1,-3,-5,-11,-0.4,1,1.1,-3,3,0
COC(=O)Cc1ccc(NC(=S)NCc2ccccc2)cc1,0,1,-8,-9.2,0.97,1.1,3,8,-4
COc1nc(-c2ccccc2)ccc1-c1noc(-c2ccccc2)n1,-3,0,10,5.3,0.96,0.9,4,-10,-2
CCOC(=O)c1sc(N)c(C#N)c1COC(=O)CNC(=O)c1ccccc1,-2,0,9,1.2,0.99,0.91,0,0,-7
CCC1=C(OC(=O)N(CC)CC)N2C(=O)OC(=NCC3CC3)[C@]2(Cc2ccccc2)[C@H]2C1=CC[C@H]1C(=O)N(c3ccccc3)C(=O)[C@H]12,-9,-5,-8,-0.4,0.97,1.1,3,0,-7
Cc1cc(C)cc(NC(=O)NCC(O)COc2ccc([N+](=O)[O-])cc2)c1 (stereo not drawn),-2,1,-43,7.1,0.92,1.4,8,-17,2
CCOC(=O)N/N=C(/C)c1ccc([N+](=O)[O-])o1,-2,3,-9,-0.1,0.97,1.1,3,/,1
Cc1nc(SCC(=O)NC(=O)NC2CCCCC2)nc(C)c1C,-2,1,4,1.2,1,0.96,0,9,-4
CC(=O)NC(c1ccc(Cl)cc1)c1c(O)ccc2ccc(O)cc12 (stereo not drawn),-2,-4,3,-1.5,0.98,0.97,2,-3,-4
O=C(Cn1cc(C(F)(F)F)cc(Cl)c1=O)NCc1ccccc1,0,-4,-8,0.3,0.99,1.1,1,-6,-3
Cc1cc(C)c2sc(NC(=O)c3ccc(N4C(=O)CCC4=O)cc3)nc2c1,-1,0,3,2.1,0.9,0.97,10,0,-7
O=C(NCC1CC1)c1cccc2c1C(=O)c1ccc(-c3ccc(OC(F)(F)F)cc3)cc1S2(=O)=O,-4,-1,-7,2.1,1.1,1.1,-8,0,-9
C(=C\c1ccncc1)/c1ccncc1,-4,-4,0,0.7,1.1,1,-11,1,4
C=CCn1c(SCC(=O)Nc2ccc3c(c2)OCO3)nc2ccccc2c1=O,-1,-3,18,3.3,1.1,0.82,-8,1,-6
CCCCN(CCCC)CCCNC(=O)c1ccc2nc(-c3ccccc3NC(C)=O)c(=O)[nH]c2c1,-1,-4,-12,-1.4,1.1,1.1,-7,1,-5
N#Cc1ccccc1OCC(=O)OCC(=O)NC1CCCCCC1,-4,-3,1,-0.6,1,0.99,-3,-6,-6

structure,beta cell repl,APOBEC3A inh,hIAP inh,MPTP block,mIAP activ,hIAP activ,mIAP inh,ATG4B inh,A3G deaminase
O=S(=O)(NCCc1cn2ccccc2n1)c1ccc(F)c(C(F)(F)F)c1,-1,-2,-25,0.6,1.1,1.3,-6,-4,-2
Cc1ccc(C(=O)OCc2nnc(-c3ccccc3)o2)o1,2,1,0,-0.6,0.99,1,0,-10,-3
Cc1ccc2[nH]c3c(=O)n(N)c(=O)[nH]c3c2c1,-3,3,2,0.6,1,0.98,-2,1,1
CCN(CC)Cc1c(O)ccc2c(-c3ccccc3)cc(=O)oc12,-3,2,12,-0.6,0.98,0.88,2,6,-2
COc1ccc(C(=O)NCCN2CCOCC2)c(OC)c1OC,-3,0,0,-0.4,1,1,-4,3,5
CC(C)CCNC(=O)c1cccc(S(=O)(=O)N2CCc3ccccc32)c1,0,-4,10,-1.1,1,0.9,-2,-12,-5
Cc1nc(-c2ccc(Cl)cc2)sc1C1(C)CC(c2c(Cl)cccc2Cl)=NO1 (stereo not drawn),-1,-1,17,-1.7,1.1,0.83,-7,-2,-7
CN1CCN(S(=O)(=O)c2cccc(C(=O)Oc3ccccc3Cl)c2)CC1,0,-5,-4,-1.2,0.99,1,1,-4,-6
CCCn1ncc(CN2CCC(Oc3ccc(C(=O)N4CCCC4)cc3)CC2)c1C,-6,-3,17,-1.5,0.98,0.83,2,6,-5
CCNc1nc(NCC)nc(OCCNS(=O)(=O)c2ccccc2)n1,3,3,-8,-0.8,1.1,1.1,-5,1,-5
O=C(COc1cccc(C(F)(F)F)c1)NNC(=O)Cc1ccc(S(=O)(=O)N2CCOCC2)s1,-4,-6,-80,-0.6,0.94,1.8,6,-39,-9
Cc1cccnc1NC(=O)c1ccc(Cl)c(S(=O)(=O)N2CCCCC2)c1,1,2,6,-1.3,1.1,0.94,-12,10,-7
COc1cc(OC)cc(-c2nnc(SCC(=O)N(C(C)C)C(C)C)o2)c1,-1,90*,12,-0.2,0.94,0.88,6,5,-3
COc1ccc(S(=O)NC2CCCCC2)c(OC)c1C (stereo not drawn),0,-6,-10,-2.6,1.1,1.1,-13,5,-7
O=C(CN1C(=O)CCC1=O)Nc1ccc(Br)cc1,-3,4,1,-0.3,0.99,0.99,1,-8,-3
CCOC(=O)c1c(C)[nH]c(C(=O)N(C)Cc2cccc(OC)c2OC)c1C,-5,-3,-14,0.2,1.1,1.1,-7,-10,6
CON(C)c1nc(NCC(C)C)nc(OCC#N)n1,0,-3,-11,-0.5,1,1.1,-1,-8,-1
CC(=O)N(C1=C(O)c2ccccc2C(=O)C1=O)C1CCCCC1,-2,1,2,-1.6,0.94,0.98,6,-8,-1
CCn1cc(C2=NOC(C(=O)O)C2)c(C)n1 (stereo not drawn),0,1,-10,-0.7,1,1.1,-4,3,0
N#Cc1ccccc1NC(=O)COC(=O)COc1ccccc1[N+](=O)[O-],0,7,0,-0.4,1,1,-2,-11,-11

structure,beta cell repl,APOBEC3A inh,hIAP inh,MPTP block,mIAP activ,hIAP activ,mIAP inh,ATG4B inh,A3G deaminase
Cc1nn(CC(=O)N2CCOCC2)c(=O)c2nn(-c3ccccc3)c(C)c12,-6,-18,-38,-3.0,1,1.4,-2,-3,-5
CCN(c1ccccc1)S(=O)(=O)c1ccc(OC)c(NC(=O)c2cccs2)c1,-4,-6,-20,0.4,1.1,1.2,-5,-2,-9
COC(=O)c1c(-c2ccccc2)c(-c2ccccc2)nn(C)c1=O,-1,-2,10,0.0,0.98,0.9,2,3,0
COCCOc1ccc(C(F)(F)F)cc1NC(=O)c1ccc(F)cc1,0,6,5,4.5,0.92,0.95,8,-9,4
Cc1ccc(C(=O)NCCNC(=O)c2ccco2)cc1C,-1,1,-9,0.2,0.95,1.1,5,-4,-6
CCc1nc(Nc2ccc(N3CCN(C(C)=O)CC3)cc2)c2oc3ccccc3c2n1,-2,2,1,4.1,0.98,0.99,2,-3,-6
Cc1noc(COc2ccccc2OCC(O)CNC(C)(C)C)n1 (stereo not drawn),-2,-2,5,-1.8,1.1,0.95,-8,-3,-8
O=C(Nc1ccc(CN2CCOCC2)cc1)c1ccc(Cl)cc1Cl,-1,-1,14,0.5,1,0.86,-5,-2,-7
O=c1c(Cc2ccc(Cl)cc2)c(O)ccn1Cc1ccccc1,1,-1,-13,-0.9,0.93,1.1,7,8,-9
CC(=O)OCC(=O)[C@@]1(O)CC[C@H]2[C@@H]3C[C@H](C)C4=CC(=O)C=C[C@]4(C)[C@H]3[C@@H](O)C[C@@]21C,-4,0,0,-1.6,1.1,1,-14,-5,-2
c1ccc2c(c1)CCCC2NC1=NCCC1 (stereo not drawn),-4,0,0,0.4,1.1,1,-5,14,-8
CN(CC(O)COc1ccc2ccccc2c1)C1CCCCC1 (stereo not drawn),-3,-4,-16,0.7,0.95,1.2,5,-4,-5
Cc1cccc(N(CC(=O)NCCSCc2ccccc2)S(C)(=O)=O)c1C,3,-2,12,0.7,0.99,0.88,0,-10,-3
CN(CCOc1ccccc1)C(=O)c1cc(COc2c(F)cccc2F)on1,-2,4,-11,7.2,0.98,1.1,2,17,-4
COc1ccc(C(=O)Nc2cc(C)on2)cc1OC,-2,-3,4,-1.3,0.99,0.96,1,11,-3
CN(Cc1nc2ccccc2n1C)C(=O)c1cccs1,-1,0,12,0.0,1.1,0.88,-5,-2,-12
c1ccc(COn2c(-c3ccccc3)nc3c2CCc2nonc2-3)cc1,1,-1,22,2.6,1,0.78,-1,4,-4
CC12CN3CC(C)(CN(C1)C3c1ccc(Br)cc1)C2 (stereo not drawn),-3,0,-22,-0.6,1,1.2,-2,-10,-3
O=C(NC1CCN(Cc2nnnn2CCc2ccccc2)CC1)c1ccccc1F,5,4,2,1.1,1,0.98,-4,-14,9
CS(=O)(=O)N(CC(=O)NC1CCCCCC1)Cc1ccc(Cl)cc1,-1,7,-6,-1.8,1,1.1,-5,-11,-3
COCCn1c(N)c(C(=O)NCc2cccs2)c2nc3ccccc3nc21,0,-4,-36,1.0,1.2,1.4,-19,-5,-6

Two records drawn at random from those above:
structure,beta cell repl,APOBEC3A inh,hIAP inh,MPTP block,mIAP activ,hIAP activ,mIAP inh,ATG4B inh,A3G deaminase
Cc1ccc(C(=O)NCCNC(=O)c2ccco2)cc1C,-1,1,-9,0.2,0.95,1.1,5,-4,-6
c1ccc(COn2c(-c3ccccc3)nc3c2CCc2nonc2-3)cc1,1,-1,22,2.6,1,0.78,-1,4,-4
